From PubChem BioAssay
ERG Ets-DNA blk – ERG Ets/DNA interaction inhibition | P11308 | fluorescence polarization, His-ERG Ets domain / labelled DNA | Potency, µM (titrated, usually from 76.9 µM), without a hit: top-dose FP activity, negative = inhibition, hits mostly inhibitors | 370,000 tested, 0.028% active | AID 624246; active means well fitted inhibition curve with a large enough effect in the polarisation, with a control signal flat; inconclusive means small, poorly fitted or top-dose-only effect, or effect the other way, or a change in a side signal; inactive means no such curve, though single readings can be large or run the other way; the % refers to the polarisation;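 further: polarization taken with two DNA probes labelled with fluorescein and Texas red; potency means the concentration at half of the fitted maximal effect; % of control where 0% means no effect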
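His-tagged ERG Ets domain (1 uM in the protein solution; 300mM KCl, 50mM Tris-HCl, 1mM EDTA, 1mM DTT, pH 7.5) received compound, then a probe mix of 5 nM fluorescein-DNA and 100nM Texas-615-DNA. Fluorescence polarization was read for both dyes.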
G9a inh – G9a (human) methyltransferase inhibition; Q96KQ7; G9a H3K9 monomethylation, AlphaScreen, 2 h; Potency, µM (doses to about 102 µM), without a hit: at the top dose activity, negative = inhibition, most hits filed as inhibitors; 350,000 tested, 8.8% active; further: potency means the concentration at half of the fitted maximal effect; on the % scale 0 is the no-effect control and ±100 the full control effect; nearly all actives have a fitted effect of over 75% in size
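AlphaScreen detection with an anti-monomethyl H3K9 antibody quantified product after a 2 h room-temperature reaction containing 500 nM biotinylated H3K9 peptide, 20 µM SAM and 20 nM enzyme, which had been preincubated 15 min with compound.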
HP1b binding inh – blocks HP1-beta chromodomain binding to methylated histone tails; P83916; AlphaScreen HP1-beta / biotin-H3K9me3 peptide binding; Potency, µM (highest dose often 114 µM), inactives show top-dose activity change, negative = inhibition, hits mostly inhibitors; 390,000 tested, 0.56% active; further: potency means the concentration at half of the fitted maximal effect; nearly all actives have a fitted effect of over 70% in size; inactives centre near 23
Target sequence (P83916 whole entry, looked up): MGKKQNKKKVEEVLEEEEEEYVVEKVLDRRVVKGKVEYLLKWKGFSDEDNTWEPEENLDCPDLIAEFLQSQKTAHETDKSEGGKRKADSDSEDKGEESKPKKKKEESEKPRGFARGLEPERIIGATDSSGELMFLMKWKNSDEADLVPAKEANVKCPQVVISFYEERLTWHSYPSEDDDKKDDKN
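HP1-beta protein (50 nM final) preincubated 30 min at room temperature with biotinylated H3(1-18)K9me3 peptide (50 nM) in PBS pH 7.4, 0.01% Tween-20, then compound added for 30 min. AlphaScreen streptavidin donor/nickel chelate acceptor beads (10 ug/mL final), 30 min dark, luminescence read.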
JMJD2A Tudor – inhibitors of human JMJD2A Tudor domain; O75164; 390,000 tested, 4.4% active; Potency, µM (titrated, usually from 114 µM), inactives show at the top dose activity change, negative = inhibition, hits mostly inhibitors; AlphaScreen JMJD2A-Tudor / H3K4me3 peptide binding; further: potency means the concentration at half of the fitted maximal effect; on the % scale 0 is the no-effect control and ±100 the full control effect; nearly all actives have a fitted effect of over 50% in size
GLS inhibitor – glutaminase GLS (human) inhibition. Potency, µM (top dose mostly 45.5 µM), for the others: at the highest dose activity change, negative = inhibition, hits mostly inhibitors. AID 624170. 410,000 tested, 0.21% active. GLS enzymatic activity, qHTS titration; further: potency means the concentration at half of the fitted maximal effect; on the % scale 0 is the no-effect control and ±100 the full control effect
Target sequence (O94925 whole entry, looked up): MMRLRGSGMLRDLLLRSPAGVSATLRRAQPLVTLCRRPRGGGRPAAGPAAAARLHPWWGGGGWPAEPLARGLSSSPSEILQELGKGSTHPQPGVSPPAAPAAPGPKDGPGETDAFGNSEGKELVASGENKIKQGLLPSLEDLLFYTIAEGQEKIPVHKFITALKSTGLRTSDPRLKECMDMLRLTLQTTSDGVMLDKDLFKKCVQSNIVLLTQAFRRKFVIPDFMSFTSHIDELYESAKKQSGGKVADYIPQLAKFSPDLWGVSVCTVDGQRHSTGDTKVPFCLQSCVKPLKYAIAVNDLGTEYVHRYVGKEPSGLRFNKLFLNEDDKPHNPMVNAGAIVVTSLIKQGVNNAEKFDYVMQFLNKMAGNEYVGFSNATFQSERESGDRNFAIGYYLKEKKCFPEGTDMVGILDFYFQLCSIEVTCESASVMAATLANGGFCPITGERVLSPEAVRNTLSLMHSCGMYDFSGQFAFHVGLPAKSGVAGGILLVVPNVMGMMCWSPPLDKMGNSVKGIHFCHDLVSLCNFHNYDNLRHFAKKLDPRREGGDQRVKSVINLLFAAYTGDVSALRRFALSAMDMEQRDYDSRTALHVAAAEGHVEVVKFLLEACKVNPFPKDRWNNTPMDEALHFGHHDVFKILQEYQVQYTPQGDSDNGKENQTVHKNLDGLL
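Coupled fluorescence readout: glutamate oxidase/HRP/Amplex Red detect glutamate formed by hKGA from L-glutamine (1 mM solution added). Buffer 45 mM KH2PO4 pH 8.2, 0.02% Tween-20; reads at t0 and 30 min RT.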
PI4K2A block – PI4K2A (human) kinase inhibition; Q9BTU6; AID 1346378; purified PI4K2A, ADP-Glo luminescence, 1 h; stronger effect = lower value; 420,000 tested, 0.13% active; activity change, negative = inhibition, % at 76.9 µM; in the data active means activity change below about -50%; inconclusive means mostly about -30% to -49%;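 further: -100% = wells without enzyme as full effect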
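In this quantitative HTS, ADP production by PI4K2A was quantified luminescently after 1 h at ambient temperature; 100 microM adenosine served as plate-quality control.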
Pin1 inh – inhibitors of human Pin1; Q13526; Pin1 FP peptide displacement, HiFluor488, 10 min; Potency, µM (top dose mostly 115 µM), for the others: at the top dose activity, negative = inhibition, actives largely listed as inhibitors; 390,000 tested, 0.009% active; active means well fitted inhibition curve with a large enough effect in the polarisation, with a control signal flat, not every such curve was filed as active; inconclusive means small, poorly fitted or top-dose-only effect, or effect the other way, or a change in a side signal; inactive means no such curve, though single readings can be large or run the other way; the % refers to the polarisation; further: potency means the concentration at half of the fitted maximal effect; on the % scale 0 is the no-effect control and ±100 the full control effect
Target sequence (Q13526 whole entry, looked up): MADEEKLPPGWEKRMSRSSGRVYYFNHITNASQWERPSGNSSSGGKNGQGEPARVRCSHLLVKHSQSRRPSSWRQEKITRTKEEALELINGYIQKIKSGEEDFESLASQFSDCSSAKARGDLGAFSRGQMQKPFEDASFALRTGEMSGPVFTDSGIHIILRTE
PGK inhibitor – blocks T. brucei phosphoglycerate kinase. 380,000 tested, 0.043% active. PGK/GAPDH coupled, Kinase-Glo luminescence, 60 min. Potency, µM (highest dose often 57.5 µM), without a hit: at the top dose activity change, negative = inhibition, hits mostly inhibitors; further: potency means the concentration at half of the fitted maximal effect; on the % scale 0 is the no-effect control and ±100 the full control effect; nearly all actives have a fitted effect of over 60% in size
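Luminescent ATP detection (Kinase-Glo Plus) follows a 60-minute room-temperature incubation, with wells lacking PGK as controls. Buffer: 100 mM TEA (pH 7.6), 5 mM MgCl2, 0.01% Tween-20. Coupling enzyme GAPDH (100 nM final) supplies unstable 1,3-BPG in-well.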
BAZ2B block – inhibitors of human BAZ2B bromodomain. Q9UIF8. AlphaScreen BAZ2B-H3K14Ac peptide displacement. Potency, µM (top dose mostly 114 µM), inactives show at the top dose activity change, negative = inhibition, usual class: inhibitors. 360,000 tested, 4.4% active; further: potency means the concentration at half of the fitted maximal effect; on the % scale 0 is the no-effect control and ±100 the full control effect; nearly all actives have a fitted effect of over 60% in size
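Inhibition is scored as reduced AlphaScreen emission. The BAZ2B/b-H3(5-23)K14Ac complex (50 nM each) in PBS pH 7.4, 0.01% Tween-20 meets compound (up to 110 uM) for 30 min at RT before bead addition.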
* = called active by the depositor; i = inactive; ? = inconclusive; . = not tested or not shown; [ ] = another dose, or the depositor's remark. Unless noted, the call rests on the fitted dose curve; in most records, active means well fitted curve in the direction sought with a large enough effect; inconclusive means small, poorly fitted or top-dose-only effect, or another doubt; inactive means no such curve, though single readings can be large; an effect the other way counts as inactive or inconclusive.

Results follow in this order: ERG Ets-DNA blk | G9a inh | HP1b binding inh | JMJD2A Tudor | GLS inhibitor | PI4K2A block | Pin1 inh | PGK inhibitor | BAZ2B block
COc1ccccc1CCN=C(N)NS(=O)(=O)c1cc(F)ccc1F
  7% | . | 28% | -13% | -8% | 1 | -8% | -1% | 1%
Cc1ccc(/C=C2\SC(=S)N(CCC(=O)NCCCN3CCOCC3)C2=O)cc1
  -3% | -14% | 11% | -36% | 2% | 0 | 7% | -1% | -24%
Nc1ccc(/C=C/c2ccc3ncccc3c2)cc1
  -5% | ? | 30% | -8% | 3% | 1 | 2% | -7% | -25%
COc1ccccc1/C=N/OCc1cc(C(C)=O)ccc1OC
  -10% | 9%[2.33 µM] | 78%[activator] | 41%[activator] | -7% | 3 | 1% | i | 20%
O=C1CC(c2ccccc2)Cc2nc3ncnn3cc21 (stereo unspecified)
  . | 4%[12.7 µM] | 26% | 1% | 19% | 0 | ? | 4%[11.5 µM] | -6%
COc1ccc(C(=O)Nc2ccc(S(=O)(=O)NC(C)=O)cc2)cc1[N+](=O)[O-]
  7% | 50µM* | 29% | -18% | 3% | -3 | -2% | i | -15%
CC[C@]12c3[nH]c4ccc(Cl)cc4c3CCN1C(=O)[C@@H](CC(=O)NCCC1=CCCCC1)C[C@@H]2C(=O)N1CCN(C(=O)C2CC2)CC1
  -1% | . | 38% | -21% | 1% | -4 | 1% | i | .
C#CCOc1ccc(/C=N/NC(=O)c2cccnc2)cc1OCC
  14% | 15% | 37% | 1% | -2% | 6 | -3% | 0% | -5%
CCOc1ccc(C(=O)N2CCN(S(=O)(=O)c3ccc4c(c3)OCCO4)CC2)cc1OCC
  -12% | 2%[0.501 µM] | 27% | -5% | -10% | 1 | 16% | i | -24%
O=C(NNc1cccc(Cl)n1)Nc1ccc(F)cc1
  2% | ? | 40%[activator] | -1% | 15% | 4 | -6% | -3% | -2%
COc1cc(C)ccc1OCCSc1nc2ccc(NC(C)=O)cc2s1
  0% | -8%[59 µM] | 21% | ? | 4% | -6 | -7% | 9% | ?
CCn1c(=O)c(C(=O)CN2CCN(S(=O)(=O)c3ccc(C)cc3C)CC2)c(N)n(Cc2ccccc2)c1=O
  6% | 45µM* | 24% | -21% | 7% | 1 | 51%[activator] | -2% | -31%
CC(=O)c1cccc(NC(=O)C2CCCN2S(=O)(=O)c2cccc3cccnc23)c1 (stereo unspecified)
  -7% | ? | 47%[activator] | -17% | -1% | -2 | 2% | 2% | -5%
COc1ccc(Cn2ccc3nc(C)c(C(=O)Nc4ccc(OC)cc4OC)cc3c2=O)cc1
  -1% | 15%[59 µM] | 85%[activator] | -18% | 1% | -1 | 4% | 0% | 5%
CCOc1ccc(-n2c(SCC(N)=O)nnc2-c2cccnc2)cc1
  -3% | 22%[59 µM] | 20% | -8% | -3% | -1 | 0% | -4% | 0%
O=C(NCCCN1CCCC1=O)c1ccc(NS(=O)(=O)c2ccccc2)cc1
  -1% | 6%[12.7 µM] | 29% | -6% | -8% | -3 | -9% | i | 11%
COc1ccccc1C1c2ccc3ccccc3c2Oc2ncn(CCCO)c(=N)c21 (stereo unspecified)
  -12% | 22% | 6% | -28% | 7% | 0 | ? | 0% | -6%
Cn1cc(C(=O)c2cccc(Cl)c2)cc1C#N
  -10% | -5% | 8% | -4% | 3% | -9 | 3% | 7% | 10%
CCCCNC(=O)c1onc(CSc2ccc(OC)cc2)c1C(=O)O
  -2% | ? | 41%[activator] | -33% | 7% | -3 | -7% | i | -1%
CCOC(=O)c1ccc(NC(=O)c2n[nH]c(=O)c3ccccc23)cc1
  -9% | . | 2% | -7% | 18% | 4 | 1% | 17% | -18%
O=C(CO/N=C/c1ccc(OC(F)F)cc1)NCc1ccco1
  -10% | -29% | 16% | -17% | -13% | -4 | -2% | -2% | -21%
CCOc1ccc(NC(=O)C2CCN(c3nnc(-n4c(C)ccc4C)s3)CC2)cc1
  2% | 7%[59 µM] | 22% | -14% | 2% | -1 | 9% | . | -2%
O=[N+]([O-])CC1(n2nc3ccccc3n2)CCCCC1
  -32% | 2%[2.33 µM] | 39% | 6% | -6% | 5 | ? | -10% | -2%
NC(=S)Nc1cccc2[nH]ncc12
  -1% | -25% | 37% | -8% | 6% | 2 | -6% | -7% | -4%
CC(Sc1nnc(-c2ccccc2F)n1C1CC1)C(=O)N1CCCC1 (stereo unspecified)
  -3% | 9%[12.7 µM] | 9% | -11% | -3% | 0 | -14% | -2% | 4%
CC(=O)Oc1ccc(/C=C2/C(=O)N(c3ccccc3)N=C2C)cc1
  -2% | ? | -26%[57 µM] | ? | -29% | -12 | 0% | -10% | ?
O=C(COC(=O)[C@H](Cc1ccccc1)NS(=O)(=O)c1ccccc1F)NC1CCCCC1
  1% | 18%[59 µM] | 39% | 2% | 1% | 2 | 0% | i | 7%
CCOC(=O)COc1c(C(=O)OC)sc2ncccc12
  -10% | 39%[activator] | 15% | -8% | 4% | 0 | 1% | -9% | -7%
COc1cc(NC(=O)CSc2nccc(C)n2)c(C(=O)O)cc1OC
  -2% | ? | 23% | -31% | -8% | -3 | 0% | 2% | ?
CCC(=O)N1c2ccccc2CC1C(=O)NCc1ccc(OC(C)C)cc1 (stereo unspecified)
  3% | -5%[59 µM] | 0% | -25% | 3% | -2 | -2% | -4% | -4%

Record cards, as listed above. Order of values: ERG Ets-DNA blk, G9a inh, HP1b binding inh, JMJD2A Tudor, GLS inhibitor, PI4K2A block, Pin1 inh, PGK inhibitor, BAZ2B block
Cn1cc(C(=O)c2cccc(Cl)c2)cc1C#N is listed with -10%, -5%, 8%, -4%, 3%, -9, 3%, 7%, 10%
O=[N+]([O-])CC1(n2nc3ccccc3n2)CCCCC1 is listed with -32%, 2%[2.33 µM], 39%, 6%, -6%, 5, ?, -10%, -2%
C#CCOc1ccc(/C=N/NC(=O)c2cccnc2)cc1OCC is listed with 14%, 15%, 37%, 1%, -2%, 6, -3%, 0%, -5%

Next part.
Results follow in this order: ERG Ets-DNA blk | G9a inh | HP1b binding inh | JMJD2A Tudor | GLS inhibitor | PI4K2A block | Pin1 inh | PGK inhibitor | BAZ2B block
COc1ccc(OC)c(CCNC(=O)Cn2nc(C)n3c(cc4sccc43)c2=O)c1
  7% | 12%[59 µM] | 12% | -8% | -4% | -3 | -1% | -2% | -2%
C#CCNC(=O)c1cccn1-c1ncc(C(F)(F)F)cc1Cl
  6% | -17% | 30% | -2% | -3% | -6 | 29% | -6% | -3%
O=C(CN1C(=O)COc2ccccc21)Nc1ccc2c(c1)OCCO2
  -6% | 13% | 16% | -12% | 2% | 3 | -19% | -8% | 13%
C#CCOCCOCCOCCNc1nc(N2CCN(C(=O)[C@H]([C@@H](C)CC)n3cc(CCCN=C(N)N)nn3)CC2)nc(N2CCN(C(=O)[C@H](CCCCN)n3cc(CC(C)O)nn3)CC2)n1 (stereo partly specified)
  -6% | -3%[2.33 µM] | 44%[activator] | -11% | -8% | 2 | 2% | -5% | 1%
CCc1ccc2c(CC(=O)NNC(=O)c3ccncc3)coc2c1
  8% | 0%[12.7 µM] | 55%[activator] | 7% | 16% | -4 | 1% | -3% | 2%
CC1=CC(=C(C#N)C#N)c2ccccc2N1C
  -5% | 6% | 20% | -25% | -3% | -4 | ? | 0% | -13%
Cc1cc(=O)cc(C)n1-c1ccc(Cl)cc1
  1% | 16% | 17% | -3% | 6% | -14 | 4% | -10% | -3%
Cc1nnc2ccc(-c3cccc(NS(=O)(=O)c4cc(F)ccc4F)c3)nn12
  -7% | ? | 24% | -12% | -18% | -2 | 2% | -3% | 0%
COc1ccc(OCC(=O)OCC(=O)NC2CC2)cc1
  -1% | -4%[12.7 µM] | 40%[activator] | 4% | -4% | -1 | 0% | i | -5%
Nn1c(Cc2cccc3ccccc23)nnc1SCC(=O)NCC1CCCO1 (stereo unspecified)
  -5% | -4%[2.33 µM] | 24% | ? | 3% | 1 | 3% | -3% | 13%
O=S(=O)(c1ccc(Cl)cc1)N1CN(CC2CCCO2)c2nc3ccccc3nc21 (stereo unspecified)
  17% | 40µM* | 34% | -32% | 2% | -4 | 5% | 3% | -38%
Cc1ccc(-c2nc3nc(C)cc(N4CCN(c5cc(Cl)ccc5C)CC4)n3n2)cc1
  -3% | -36%[59 µM] | 23% | -5% | 1% | 3 | -7% | 6% | -5%

Molecules shown so far containing a cyano group:
Results follow in this order: ERG Ets-DNA blk | G9a inh | HP1b binding inh | JMJD2A Tudor | GLS inhibitor | PI4K2A block | Pin1 inh | PGK inhibitor | BAZ2B block
Cn1cc(C(=O)c2cccc(Cl)c2)cc1C#N
  -10% | -5% | 8% | -4% | 3% | -9 | 3% | 7% | 10%
CC1=CC(=C(C#N)C#N)c2ccccc2N1C
  -5% | 6% | 20% | -25% | -3% | -4 | ? | 0% | -13%

Reprinted at random: 2 entries already listed, in no set order.
Results follow in this order: ERG Ets-DNA blk | G9a inh | HP1b binding inh | JMJD2A Tudor | GLS inhibitor | PI4K2A block | Pin1 inh | PGK inhibitor | BAZ2B block
COc1ccc(OCC(=O)OCC(=O)NC2CC2)cc1
  -1% | -4%[12.7 µM] | 40%[activator] | 4% | -4% | -1 | 0% | i | -5%
CC1=CC(=C(C#N)C#N)c2ccccc2N1C
  -5% | 6% | 20% | -25% | -3% | -4 | ? | 0% | -13%
